ST2 inh – IL1RL1 inhibition; Q01638; AlphaLISA ST2-Fc/biotin-IL-33 interaction, 1 h; inhibition, % for hits at 17 µM; hit rate 2.3% among 78,000; in the data active = inhibition above about 30%; inconclusive = mostly about 10% to 28%
Target sequence (Q01638 whole entry, looked up): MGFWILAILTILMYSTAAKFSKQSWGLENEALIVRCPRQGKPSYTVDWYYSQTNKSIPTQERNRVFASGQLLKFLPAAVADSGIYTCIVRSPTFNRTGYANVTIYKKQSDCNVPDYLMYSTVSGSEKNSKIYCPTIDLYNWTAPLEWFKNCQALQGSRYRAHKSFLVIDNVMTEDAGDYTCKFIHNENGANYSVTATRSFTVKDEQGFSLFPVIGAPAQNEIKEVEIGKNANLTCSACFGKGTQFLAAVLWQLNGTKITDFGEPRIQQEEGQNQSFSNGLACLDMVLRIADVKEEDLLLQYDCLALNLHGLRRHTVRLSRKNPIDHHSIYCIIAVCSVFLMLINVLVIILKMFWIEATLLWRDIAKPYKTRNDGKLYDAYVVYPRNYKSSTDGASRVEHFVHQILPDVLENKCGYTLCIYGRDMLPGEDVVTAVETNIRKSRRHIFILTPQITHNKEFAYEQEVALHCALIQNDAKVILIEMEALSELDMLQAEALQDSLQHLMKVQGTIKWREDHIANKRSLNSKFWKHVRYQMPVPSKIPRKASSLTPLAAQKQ
Numbers without * were called inactive; i = inactive; ? = inconclusive; ! = a repeat was not active. Some of the compounds tested; rates above refer to the full screens.

SMILES | ST2 inh
Cc1cc(C)n(CCC(=O)NCCc2c[nH]c3ccccc23)c(=O)n1 | i
COc1ccc(OC)c(C2C(C(=O)Nc3cccc(C)n3)=C(C)NC3=C2C(=O)CC(C)(C)C3)c1 (stereo not given) | i
CN(Cc1cc(C2CC2)on1)c1nccc(CCC(F)(F)F)n1 | ?
Cc1cc(N2CCCCC2)nc(N2CCN(S(C)(=O)=O)CC2)n1 | i
CCOc1cc(C2Nc3ccccc3NC3=C2C(=O)CC(C)(C)C3)cc(Cl)c1O (stereo not given) | i
Cc1ccc(C)c(C(=O)CN2C3=NCCN3c3ccccc32)c1 | ?
O=C(Nc1ccc(-c2ccccc2)cc1)c1ccccc1 | i
Cc1onc(-c2ccccc2)c1C(=O)Nc1cc2cccc([N+](=O)[O-])c2oc1=O | 46%*
Clc1ccc(-n2ncc3c(NCc4cccnc4)ncnc32)cc1 | i
Fc1ccc(CN2CCCCCC2)cc1 | ?
CCOc1cc2c(cc1OCC)C1C(C(=O)N(C)C3CCCCC3)c3ccccc3C(=O)N1CC2 (stereo not given) | i
Cc1ccc(-n2c(=O)c3sccc3n(CC(N)=O)c2=O)cc1F | i
CC(C)C(NS(=O)(=O)c1cccs1)C(=O)Nc1cccc(C(F)(F)F)c1 (stereo not given) | i
COc1ccc(-c2cc3cc(OC)c(OC)cc3c(C)n2)cc1 | i
CCCn1c(NCc2c(O)ccc3ccccc23)nc2ccccc21 | ?
CCc1nnc(CN2CCCC3(C2)C(=O)Nc2ccccc23)o1 (stereo not given) | i
CCOc1ccc(C(=O)Nc2ccc(C)c(OCc3cc(=O)n4cccc(C)c4n3)c2)cc1 | i
CCn1cnc2cc(NCc3cccs3)ccc21 | i
OCc1ccc(CN2CC[C@H](c3nc4ccccc4[nH]3)C2)o1 | i
CSc1cccc(CN2CCC(n3cc(CC(C)O)nn3)CC2)c1 (stereo not given) | i
Cc1cc(NC(=O)c2ccc(F)c(F)c2)nc2c1c(=O)oc1ccccc12 | ?
Nc1ccc2oc(-c3cc(I)ccc3Cl)nc2c1 | ?
Oc1oc(-c2ccccc2)nc1C=Nc1ccc(Br)cc1Br | i
O=[N+]([O-])c1cc2c(cc1CN1CCN(c3ccc(F)cc3)CC1)OCO2 | 36%*
O=C(c1cc(CCc2ccccc2)no1)N1CCCC1c1nc2ccccc2s1 (stereo not given) | i
O=C(CCC(=O)N1CCCCC1CCc1cccc(O)c1)NC1CCCC1 (stereo not given) | i
CC(=O)c1ccc2[nH]c(C(=O)O)c(CCN)c2c1 | i
Cc1ccsc1[C@@H]1CCN(C(=O)Cn2[nH]c(=O)ccc2=O)C[C@H]1O | ?
CCOc1ccc(OCC)c(S(=O)(=O)N2CCN(c3nc(C)cc(Nc4ccc(OC)cc4)n3)CC2)c1 | i
CC(=O)Nc1ccc(Cl)c(C(=O)N2CCC(Oc3cccc(C)c3)CC2)c1 | i
CC1=C(C(=O)OC(C)C)C(c2ccccc2F)CC(=O)N1 (stereo not given) | i
CCS(=O)(=O)NC(C)C(c1cccs1)N1CCN(c2ccc(OC)cc2)CC1 (stereo not given) | ?
COCc1cc(C)nc2sc(-c3ccc([N+](=O)[O-])cc3)c(N)c12 | i
O=C(c1cccn2c(=O)c3sccc3nc12)N1CCN(c2ccc(Cl)cc2)CC1 | i
COC(=O)CCCC(=O)N1CCCC(CNC(=O)c2cc(OC)cc(OC)c2)C1 (stereo not given) | i
Cc1ccc(-n2ccc(N)c(C#N)c2=O)cc1 | i
CN(Cc1cccc2ncccc12)C(=O)CC1C(=O)NCCN1Cc1cccc(F)c1 (stereo not given) | i
FC(F)(F)c1ccc(CN2CC[C@H](c3nc4ccccc4s3)C2)cc1 | i
COc1ccc(S(=O)(=O)N2CCCC(N3CCCC3=O)C2)c(OC)c1 (stereo not given) | i
CC(=O)Nc1cccc(-c2ccc(NC(=O)CN)c(F)c2)c1 | i
c1cn2c(Nc3ccc4c(c3)OCCO4)c(-c3ccc(N4CCOCC4)cc3)nc2cn1 | ?
O=c1cc(O)n(-c2ccccc2)[nH]1 | i
CC1=C(C(=O)Nc2ccc(C)cn2)C(c2ccsc2)C2=C(CC(C)(C)CC2=O)N1 (stereo not given) | i
COc1ccc(NC(=O)C[C@@H]2C[C@@H](C(C)C)[C@H](CC#N)C=C2C)cn1 | i
Cc1cc(I)ccc1N=Cc1nc(-c2ccccc2F)oc1O | ?
Cc1cc(Br)ccc1OCCCN1CCCC1 | i
CCN1CCN(C(c2cccs2)C(C)NC(=O)c2c(F)cccc2F)CC1 (stereo not given) | i
COc1cccc(CN2CCC(N3CCCCC3)CC2)c1 | i
Cc1ccoc1C(=O)NCc1cnn2ccccc12 | ?
COc1ccc(N2CCCS2(=O)=O)cc1NC(=O)c1ccc(OC(C)C)cc1 | ?
Next part
SMILES | ST2 inh
Cc1cnc(CN(C)C(=O)CC2C(=O)NCCN2Cc2cccc(F)c2F)[nH]1 (stereo not given) | i
COC(=O)[C@@H]1C[C@@H](NC(=O)C(c2ccccc2)c2ccccc2)CN1Cc1ccc(O)cc1 | i
CC(=O)Nc1ccc(S(=O)(=O)N(CCCN2CCOCC2)Cc2cccs2)cc1 | i
Cn1cc(C(c2ccco2)c2cn(C)c3ccccc23)c2ccccc21 | ?
CC(C)c1csc(C(=O)N2CC[C@@H]3CC[C@H](C2)N3C)n1 | ?
CN(c1ccc(Br)cc1)S(=O)(=O)c1cc2c(cc1Cl)NC(=O)CO2 | ?
CCN(CC)C(=S)SSC(=S)N(CC)CC | i
CCCCSc1nc2c(c(=O)n1-c1ccccc1)SCC2 | ?
CC1(C)NC(=O)N(CC(O)CN2C(=O)NC(C)(C)C2=O)C1=O | ?
Cc1cc(C)n2nc3nc(N4CCCCC4)nc(-c4ccco4)c3c2n1 | i
COC[C@H]1CCCN1C(=O)C[C@@H]1O[C@H](CNC(=O)C2CC2)[C@@H](O)[C@H]1O | ?
CNc1nc(C(=O)N2C[C@@H]3C4CCC(CC4)[C@@H]3C2)cs1 | i
CC(=O)c1ccc(NC(=O)N2Cc3[nH]cnc3C[C@H]2c2nc(-c3ccccc3)no2)cc1 | ?
COc1ccc(NC(=O)c2sc3nc4c(c(-c5cccs5)c3c2N)CCCC4)cc1 | i
CN(CC(O)Cn1c2ccccc2c2ccccc21)S(C)(=O)=O (stereo not given) | ?
COc1ccc(CN2CCCN(C)CC2)c(OC)c1 | i
Cc1cc(NC(=O)C(C)Oc2ccccc2)nc2c1c(=O)oc1ccccc12 (stereo not given) | i
CCN(CC)C(=O)c1cc2cc3ccc(C)cc3nc2s1 | ?
O=S(=O)(c1ccc(Br)s1)n1cccn1 | i
CCOCCCNCc1cccc(Br)c1 | i

Fetched by structure from the entries so far:
SMILES | ST2 inh
COC[C@H]1CCCN1C(=O)C[C@@H]1O[C@H](CNC(=O)C2CC2)[C@@H](O)[C@H]1O | ?
CC(=O)c1ccc(NC(=O)N2Cc3[nH]cnc3C[C@H]2c2nc(-c3ccccc3)no2)cc1 | ?

Additional entries:
SMILES | ST2 inh
CC(CCNc1nc(-c2ccncc2)nc2c1CCNCC2)n1ccnc1 (stereo not given) | ?
COC(=O)[C@@H]1Cc2ncn(C)c2CN1C(=O)CC(C)(C)C | ?
O=c1c2ccccc2nc(/C=C/c2cc(Br)ccc2O)n1CCCO | ?
Cc1ccc(C2CC(C(F)(F)F)n3nc(C(=O)N4CCCC4)c(Cl)c3N2)cc1 (stereo not given) | i
Cc1ccc(N2CCN(C(=O)CSc3ccccc3)CC2C)cc1 (stereo not given) | ?
CC(NC(=O)c1cccc(F)c1)C1CC1 (stereo not given) | i
CCSc1nc2c(c(=O)[nH]1)C(c1ccc(O)cc1)C1=C(CCCC1=O)N2 (stereo not given) | i
CC(=O)Oc1cccc(C2C3=C(c4ccccc4C3=O)N(C(C)=O)c3c2c(=O)n(C)c(=O)n3C)c1 (stereo not given) | i
CCN(Cc1ccncc1)C1CCCN(C(=O)c2cc3cc(F)ccc3[nH]2)C1 (stereo not given) | i
CC(NC(=O)c1noc2c1CCCC2)c1ccccc1 (stereo not given) | ?

Part of the list above, with tabs:
Structure	ST2 inh
CCCCSc1nc2c(c(=O)n1-c1ccccc1)SCC2	?
CC1(C)NC(=O)N(CC(O)CN2C(=O)NC(C)(C)C2=O)C1=O	?
Cc1cc(C)n2nc3nc(N4CCCCC4)nc(-c4ccco4)c3c2n1	i
COC[C@H]1CCCN1C(=O)C[C@@H]1O[C@H](CNC(=O)C2CC2)[C@@H](O)[C@H]1O	?
CNc1nc(C(=O)N2C[C@@H]3C4CCC(CC4)[C@@H]3C2)cs1	i
CC(=O)c1ccc(NC(=O)N2Cc3[nH]cnc3C[C@H]2c2nc(-c3ccccc3)no2)cc1	?
COc1ccc(NC(=O)c2sc3nc4c(c(-c5cccs5)c3c2N)CCCC4)cc1	i
CN(CC(O)Cn1c2ccccc2c2ccccc21)S(C)(=O)=O (stereo not given)	?
COc1ccc(CN2CCCN(C)CC2)c(OC)c1	i
Cc1cc(NC(=O)C(C)Oc2ccccc2)nc2c1c(=O)oc1ccccc12 (stereo not given)	i
CCN(CC)C(=O)c1cc2cc3ccc(C)cc3nc2s1	?
O=S(=O)(c1ccc(Br)s1)n1cccn1	i
CCOCCCNCc1cccc(Br)c1	i
CC(CCNc1nc(-c2ccncc2)nc2c1CCNCC2)n1ccnc1 (stereo not given)	?
COC(=O)[C@@H]1Cc2ncn(C)c2CN1C(=O)CC(C)(C)C	?
O=c1c2ccccc2nc(/C=C/c2cc(Br)ccc2O)n1CCCO	?
Cc1ccc(C2CC(C(F)(F)F)n3nc(C(=O)N4CCCC4)c(Cl)c3N2)cc1 (stereo not given)	i
Cc1ccc(N2CCN(C(=O)CSc3ccccc3)CC2C)cc1 (stereo not given)	?
CC(NC(=O)c1cccc(F)c1)C1CC1 (stereo not given)	i
CCSc1nc2c(c(=O)[nH]1)C(c1ccc(O)cc1)C1=C(CCCC1=O)N2 (stereo not given)	i

Additional structures follow:
SMILES | ST2 inh
O=C(/C=C/c1cc(F)ccc1F)NCC1Cc2cc(-c3cccnc3)cc(F)c2O1 (stereo not given) | ?
CCS(=O)(=O)NCc1nc2cccnc2n1Cc1cccc(C)c1 | i
COC(=O)C1=C(C)Nc2nnnn2C1c1cccc(Br)c1 (stereo not given) | i
Cc1cccc(N2CCC(NCCN(C)S(C)(=O)=O)CC2)c1C | i
O=C1CSC(c2ccc(O)c([N+](=O)[O-])c2)N1Cc1ccccc1 (stereo not given) | i
Cc1ccc(-c2cc(NCCO)ncn2)c2cccnc12 | i
COc1ccccc1-c1ncnn1-c1sc2c(c1C#N)CCCCC2 | 48%*
COc1ccc(OC)c(C(C)NC(=O)CC(C)c2ccccc2)c1 (stereo not given) | i
CCc1nc(CN(C)CC2CCN(Cc3ccc(C)o3)CC2)c(C)[nH]1 | ?
COc1ccc(N2C(=O)c3c(C)nc4ccccc4c3C2=O)cn1 | ?
COc1ccc(C(=O)N2C[C@]3(C)C[C@H]2CC(C)(C)C3)cc1OC1CCN(C(C)C)CC1 | ?
Cc1cc(C)c(NC(=O)C2CCCCN2C23CC4CC(CC(C4)C2)C3)c(C)c1 (stereo not given) | ?
C=CCNC(=O)c1cc2c(=O)n3ccccc3nc2n(C(C)CC)c1=N (stereo not given) | i
CN1CCN(C(=O)c2ccco2)CC1 | i
N#Cc1c(N)n(-c2ccc(Cl)cc2)c2nc3ccccc3nc12 | i
Cc1cnc(C(=O)NCCc2ccc(S(=O)(=O)NC(=O)NC3CCCCC3)cc2)cn1 | i
CCOC(=O)c1c(C)oc2ccc(OC(=O)c3ccc(Cl)cc3)cc12 | ?
N#CC1=C(N)OC2=C(C(=O)CC(c3ccco3)C2)C1c1cn[nH]c1-c1ccc(F)cc1 (stereo not given) | i
CCOC(=O)C1=C(c2ccccc2)Nc2ncnn2C1c1ccc(Br)cc1 (stereo not given) | i
O=C(O)Cc1c[nH]c2ccc(O)cc12 | 41%*!
O=C(NC1CCCCCC1)C1CCNCC1 | i
Cc1ccc(C(=O)NCCN(C)C)c(Cl)c1 | i
COc1ccc(N=C2S[C@H]3[C@H]([C@@H](O)[C@H](O)C[C@@H]3C(N)=O)N2CC2CCCCC2)cc1 | i
Cc1ccc(N2CCN(C(=O)c3ccc(CS(=O)(=O)c4ccc(C)cc4)o3)CC2C)cc1 (stereo not given) | i
CC(=O)N1CCC2(CC1)CC(=O)c1cc(OCC(=O)NCc3ccccn3)ccc1O2 | i
CC(C)c1ccc(CN2CCCC3(CCN(C(=O)c4cc(=O)n(C)c(=O)n4C)C3)C2)cc1 (stereo not given) | i
CC12C=CC(C)(O1)C1C(=O)N(c3ccccc3C#N)C(=O)C12 (stereo not given) | ?
O=[N+]([O-])c1cccc(CN2CCCCCCC2)c1 | i
CC(C)Cn1cc(C(=O)N2CCN(c3ccc(Cl)cc3)CC2)c2c3ccccc3n(C)c2c1=O | i
Cc1c(C(=O)NCCCN2CCCC2)oc2ccc(S(=O)(=O)N3CC(C)CC(C)C3)cc12 (stereo not given) | i
COc1ccc(OC)c2sc(N3CCOCC3)nc12 | i
COc1cccc(-n2c(=O)[nH]cc(C(=O)N3CCc4ccccc43)c2=O)c1 | i
Cc1ccc2oc(-c3cc(N)ccc3O)nc2c1 | 45%*
O=C(Nc1ccccc1C(F)(F)F)NC1CCCCC1 | ?
COc1cccc(NC(=O)C2CCN(C(=O)c3ccc(Cl)cc3Cl)CC2)c1 | i
c1cc2c(c(NCc3ccncc3)c1)CCCC2 | i
O=C(CN(c1ccccc1F)S(=O)(=O)c1ccccc1)Nc1cccnc1 | i
COc1ccc2cc3cc(C(=O)NCc4ccc(F)cc4)sc3nc2c1 | 31%*
COc1ccc(NC(=O)N2CCC(n3c(C)nc4cccnc43)CC2)cc1 | i
CCOC(=O)Cn1c(=O)n(-c2ccc(F)cc2)c2nc(-c3ccc(F)cc3)nc(C(N)=O)c21 | i
O=C1CC(N2CCN(c3ccc([N+](=O)[O-])cc3)CC2)C(=O)N1c1ccccc1 (stereo not given) | i
CC(=O)N1CCN=C1SCc1ccccc1F | ?
COc1cccc(CN2CC(C(=O)N3CCC(c4ccncc4)CC3)CCC2=O)c1 (stereo not given) | ?
COc1ccc2[nH]c3c(c2c1)CCn1c-3nc2sc3c(c2c1=N)CCCC3 | 34%*
O=C(NCCN1CCOCC1)c1ccc2c(c1)N(Cc1ccc(F)cc1)C(=O)CS2 | i
COc1ccc(CNc2ccc3c(c2)ncn3C2CCCCC2)cc1OC | 33%*
COC(=O)NC(C)C(=O)NCc1cccnc1Oc1c(C)cccc1C (stereo not given) | ?
COc1ccc(-c2noc([C@@H]3C[C@H](NS(=O)(=O)c4cccs4)CN3C)n2)cc1 | 41%*
NC(N)=NS(=O)(=O)c1ccc(N=Cc2ccccc2F)cc1 | i
